Bioassay records (PubChem BioAssay)
L3MBTL1 inh: L3MBTL1 (human) inhibition; Q9Y468; AlphaScreen L3MBTL1–H3K9me1 peptide binding; Potency, µM (series often up to 57.1 µM), for inactives: at the top dose activity, negative = inhibition, most hits filed as inhibitors; hit rate 0.66% among 230,000; AID 485360; note: nearly all actives have a fitted effect of over 60% in size
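AlphaScreen assay: L3MBTL1 (50 nM final) was preincubated 30 min at room temperature with biotinylated H3(1-15)K9me1 peptide (75 nM final), then 30 min with library compounds; streptavidin donor and nickel chelate acceptor beads (10 ug/mL final) added, 30 min dark.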
Tau fibril FP: blocks human tau fibril formation measured by polarization; P10636; K18 P301L tau heparin fibrillization, Alexa594 FP, 6 h; AID 1468; hit rate 0.39% among 280,000; Potency, µM (highest dose often 57.7 µM), for inactives: at the highest dose activity, negative = inhibition, hits mostly inhibitors; note: nearly all actives have a fitted effect of over 55% in size
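Heparin (20 uM) drove fibril formation of recombinant tau K18 P301L, 15 uM unlabeled with 0.24 uM Alexa 594 label, for 6 hr at 37 C in 100 mM sodium acetate pH 7. Fluorescence polarization (555/632 nm) read 1 hr after 30 uM ThT.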
TRb-SRC2 inh: disrupts binding of human TR beta to SRC2 | P10828 | TRbeta-SRC2 peptide binding, fluorescence polarization; receptor liganded with 1 µM T3 | Potency, µM (top dose mostly 106 µM), for inactives: top-dose activity change, negative = inhibition, most hits filed as inhibitors | hit rate 0.065% among 280,000;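 note: plate controls were bound peptide for no effect and peptide without receptor for full effect; nearly all actives have a fitted effect of over 50% in size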
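Fluorescence polarization of 20 nM Texas Red SRC2 peptide (20-aa NR interaction domain) bound to 0.6 uM human TRb ligand-binding domain, with 1 uM T3, after 5 hr at ambient temperature; inhibition seen as decreased polarization.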
KDM4E inh: blocks human JMJD2E demethylase activity | B2RXH2 | JMJD2E catalytic domain, FDH-coupled NADH fluorescence (FDH is formaldehyde dehydrogenase) | Potency, µM (series often up to 57.1 µM), without a hit: at the highest dose activity change, negative = inhibition, usual class: inhibitors | hit rate 1.6% among 230,000 | AID 2147; active = well fitted inhibition curve with a large enough effect, not every such curve was filed as active; inconclusive = small, poorly fitted or top-dose-only effect, or another doubt; inactive = no such curve, though single readings can be large or run the other way;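 note: 0% = wells with enzyme and -100% = buffer wells without enzyme; nearly all actives have a fitted effect of over 50% in size; many of its hits are not listed in these tables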
Tau fibril ThT: tau fibrillization inhibition (ThT binding) | P10636 | recombinant tau K18 P301L, heparin-induced fibrillization, ThT fluorescence | Potency, µM (series often up to 57.4 µM), without a hit: at the top dose activity, negative = inhibition, most hits filed as inhibitors | hit rate 2.1% among 270,000 | AID 1460; note: nearly all actives have a fitted effect of over 55% in size
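ThT emission at 510 nm, taken 1 hr after adding 30 uM dye, quantifies aggregates formed when 20 uM heparin acts on human tau K18 P301L for 6 hr at 37 C.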
TR SRC2 fluor cs: Texas Red fluorescence interference in TRb-SRC2 counter-screen | hit rate 0.29% among 280,000 | Potency, µM (highest dose often 106 µM), for inactives: top-dose fluorescence change, negative = quenching | TRb/SRC2 Texas Red total fluorescence interference; active = well fitted curve in either direction with a large enough effect; inconclusive = small, poorly fitted or top-dose-only effect
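Flags fluorescent or light-absorbing compounds by total fluorescence, S + 2P, at 555 nm excitation and 632 nm emission. Mixture: 20 nM Texas Red SRC2 peptide, 0.6 uM human TRb LBD, 1 uM T3, 5% DMSO; compound exposure 5 h at ambient temperature.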
GoLoco inh red: RGS12 GoLoco-Gai1 interaction inhibition. P63096. Gai1:RGS12 GoLoco peptide FP, rhodamine, 10 min. Potency, µM (series often up to 61.6 µM), for inactives: at the highest dose activity, negative = inhibition, usual class: inhibitors. hit rate 0.44% among 230,000. AID 880; active = well fitted inhibition curve with a large enough effect, not every such curve was filed as active; inactive = no such curve, though single readings can be large or run the other way; note: nearly all actives have a fitted effect of over 30% in size; many of its hits are not listed in these tables
Target sequence (P63096 whole entry, looked up): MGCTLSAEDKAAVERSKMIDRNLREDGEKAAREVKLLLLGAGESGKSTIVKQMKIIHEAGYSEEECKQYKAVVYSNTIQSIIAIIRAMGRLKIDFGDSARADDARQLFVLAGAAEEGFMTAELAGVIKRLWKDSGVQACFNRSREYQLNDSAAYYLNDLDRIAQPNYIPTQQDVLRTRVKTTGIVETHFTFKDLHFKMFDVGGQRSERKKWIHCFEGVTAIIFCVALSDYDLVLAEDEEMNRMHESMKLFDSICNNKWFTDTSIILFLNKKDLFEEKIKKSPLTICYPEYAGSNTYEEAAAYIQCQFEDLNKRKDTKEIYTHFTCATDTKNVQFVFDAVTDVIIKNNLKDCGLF
RECQ1 helicase: blocks DNA unwinding by human RECQ1; AID 2549; P46063; Potency, µM (top dose mostly 57.3 µM), for the others: at the highest dose activity, negative = inhibition, most hits filed as inhibitors; RECQ1 DNA unwinding, red fluorescence kinetic read; hit rate 0.54% among 240,000;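 note: plate controls were vehicle for no effect and no enzyme for full effect; nearly all actives have a fitted effect of over 30% in size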
Target sequence (P46063 whole entry, looked up): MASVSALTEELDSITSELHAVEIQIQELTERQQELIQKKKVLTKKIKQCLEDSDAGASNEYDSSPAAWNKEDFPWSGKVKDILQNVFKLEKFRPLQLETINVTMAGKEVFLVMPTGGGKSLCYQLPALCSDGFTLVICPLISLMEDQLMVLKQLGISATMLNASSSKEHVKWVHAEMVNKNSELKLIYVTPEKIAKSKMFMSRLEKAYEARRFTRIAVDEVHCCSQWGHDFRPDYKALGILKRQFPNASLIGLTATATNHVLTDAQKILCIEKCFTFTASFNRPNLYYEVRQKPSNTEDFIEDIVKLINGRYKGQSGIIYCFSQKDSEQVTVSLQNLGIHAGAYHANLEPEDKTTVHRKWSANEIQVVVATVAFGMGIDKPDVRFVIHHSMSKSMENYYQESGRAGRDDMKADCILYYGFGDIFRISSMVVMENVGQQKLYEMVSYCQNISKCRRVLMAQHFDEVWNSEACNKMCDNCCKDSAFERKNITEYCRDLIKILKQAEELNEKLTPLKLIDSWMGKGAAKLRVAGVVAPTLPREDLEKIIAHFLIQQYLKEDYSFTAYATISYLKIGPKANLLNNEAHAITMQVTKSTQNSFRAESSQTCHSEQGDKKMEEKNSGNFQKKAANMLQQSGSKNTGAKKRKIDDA
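RECQ1T1 50 nM; forked duplex (20 bp + 30-nt ss tails) 200 nM, ATP 2 mM final; pH 8.0, 2 mM MgCl2, 2.5 ug/ml poly(dI-dC); 15 min compound preincubation; discontinuous kinetic read over 2 h at RT.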
Starred values were filed as active, the others as inactive; i = inactive; ? = inconclusive; / = not tested or not shown; & = joins results of further samples; [ ] = another dose, or the depositor's remark. Unless noted, calls come from the whole dose curve; as a rule, active = well fitted curve in the direction sought with a large enough effect; inconclusive = small, poorly fitted or top-dose-only effect, or another doubt; inactive = no such curve, though single readings can be large; an effect the other way counts as inactive or inconclusive. Unless noted, % is set by controls: 0 for no effect and ±100 for the full control effect; potency is the fitted concentration of half-maximal effect. Some of the compounds tested, so the mix of outcomes need not match the whole.

Order of values: L3MBTL1 inh | Tau fibril FP | TRb-SRC2 inh | KDM4E inh | Tau fibril ThT | TR SRC2 fluor cs | GoLoco inh red | RECQ1 helicase
- COc1ccc(C(CCN2CCN(c3ccccc3)CC2)c2c(O)cc(OC)cc2OC)cc1 (stereo unspecified)
→ / | 3.5% | -0.9%&-4.7% | 5.0% | -5.0% | 1.6%&-0.6% | 8.2% | -7.9%&-24.2%
- CCCCCCc1cc2cc(-c3nnc(-c4cc(OC)c(OC)c(OC)c4)o3)c(=O)oc2cc1O
→ -0.2% | -0.7% | -3.4% | -6.1% | 1.7% | -4.5% | 61.1%[activator] | -8.1%
- COc1cc(NC(=O)NCCn2nnc3cc(S(=O)(=O)N(C)C)ccc32)cc(OC)c1
→ / | 1.0% | -8.2% | / | -1.1% | -0.8% | / | /
- COc1ccc(C2Nc3ccccc3C(=O)N2Cc2ccco2)cc1CN1C(=O)c2ccccc2C1=O (stereo unspecified)
→ -18.8%&18.6% | 4.7%&13.1% | 4.2%&-8.5% | -12.1%&-3.7% | -2.8%&-12.0% | -3.2%&-5.7% | 4.5%&-7.8% | -9.3%&-12.0%
- COc1cc(/C=N/Nc2nc(Nc3ccccc3)nc(-n3nc(C)cc3C)n2)cc(OC)c1OC
→ -5.5% | 10.6% | 11.2% | 3.3% | ? | -1.3% | 0.9% | -9.7%
- CCc1ccc2oc(C(=O)Nc3ccc(S(N)(=O)=O)cc3)c(C)c2c1
→ 62.4%[activator] | 8.0% | -7.7% | -0.6% | 12.7% | -6.3% | -6.7% | i
- COc1cccc(N2CCN(S(=O)(=O)c3cccc4cccnc34)CC2)c1
→ / | 12.2% | -1.1% | -0.9% | -8.4% | -2.3% | 7.9% | -11.1%
- Cc1cc(Cl)ccc1OCC(O)CN1C(C)CCCC1C (stereo unspecified)
→ 4.8% | -1.3% | 2.1% | -9.4% | 4.8% | -2.0% | 3.6% | 0.5%
- O=C(CCn1c(=O)c2cccn2c2cccnc21)N1CCN(c2ccccc2)CC1
→ / | -2.8% | 3.0% | / | -13.2% | 0.5% | / | /
- CCOc1cccc(C(=O)Nc2c(C(=O)c3ccc(OC)cc3)oc3ccccc23)c1
→ / | ? | -3.6% | / | -6.1% | -13.3% | / | /
- CC(Nc1nc2ncn(Cc3ccccc3)c2c(=O)[nH]1)C(=O)O (stereo unspecified)
→ 20.9% | -0.7% | -8.8% | 3.8% | -2.6% | -2.4% | 7.8% | i
- Cc1cc(Cl)ccc1OCC(=O)N1CCCN(C(=O)COc2ccc(Cl)cc2C)CC1
→ -0.9% | 13.2% | -3.4% | -3.3% | -18.6% | -0.1% | -8.2% | 10.2%
- COCc1cc(C)nc(OCC(=O)N/N=C/c2ccccc2O)c1C#N
→ -23.9% | -3.2% | -1.9% | 25.1µM* | -0.7% | -0.3% | -2.5% | i
- Cc1ccccc1CSCC(=O)N1CCN(c2ccccc2)CC1
→ -11.1% | 4.6% | 3.1% | 13.6% | ? | -0.4% | 1.1% | -4.4%
- Cc1ccccc1Nc1nc(N)nc(CSc2nnnn2C)n1
→ -33.2% | -10.0% | -0.7% | -1.3% | -3.9% | -3.9% | -0.2% | 2.8%
- CCOc1ccc(NC(=O)N2CCN(CC)CC2)cc1
→ -9.4% | -6.6% | 0.5% | -1.6% | -12.6% | -4.3% | 1.2% | -7.6%
- CCC(C(=O)O)C1CCC(C)C(C(C)C(O)C(C)C(=O)C(CC)C2OC3(C=CC(O)[C@@]4(CC[C@](C)(C5CC[C@@](O)(CC)C(C)O5)O4)O3)C(C)CC2C)O1 (stereo partly specified)
→ / | -9.0% | 6.5% | 1.3% | -5.7% | -2.9% | 28.2µM* | i
- CCC(C)(C)NC(=O)C(c1ccc(OC)cc1)N(CC1CCCO1)C(=O)CCC(=O)Nc1cc(C)on1 (stereo unspecified)
→ 6.0% | 1.2% | -6.9% | 1.4% | -6.5% | -5.1% | 5.6% | i
- COC(=O)c1ccccc1NC(=S)N1CCN(C2CCCCC2)CC1
→ / | -1.1% | 0.6% | -2.0% | 3.7% | 0.3% | -5.0% | -7.1%
- c1ccc2ccccc2c1
→ 10.9% | / | -7.9%[201 µM] | / | / | -3.1%[201 µM] | 5.3% | -8.2%
- Cc1ccc(NC(=O)CN2C(=O)N/C(=C/c3cc(C)n(-c4cccc(C(=O)O)c4)c3C)C2=O)cc1
→ 25.1µM* | -3.1% | 3.4% | ? | ? | 1.0% | 27.5% | ?
- Cc1ccc(N2CCN(C(=O)CCc3nc4ccccc4[nH]3)CC2)c(C)c1
→ -4.5% | 4.4% | -19.8% | -9.3% | -12.8% | -1.9% | 2.8% | -0.3%
- Cc1ccc(C2C(C#N)=C(N)N(c3cccnc3)C3=C2C(=O)CCC3)c(C)c1 (stereo unspecified)
→ 0.6% | -5.8% | -4.5% | -5.0% | -5.0% | 0.4% | 24.3% | i
- CC(C)(C)c1ccc(C(=O)NCCn2c(N)c(C#N)c3nc4ccccc4nc32)cc1
→ 4.1% | -4.8% | -2.3% | ? | -9.1% | 0.5% | 5.7% | -1.7%
- COc1ccc(CNC(=O)c2cc(-c3ccc(OC)c(OC)c3)nc3n[nH]c(-c4ccc(C)cc4)c23)cc1
→ / | -11.5% | 0.4% | / | -16.9% | -1.0% | / | /
- Cc1ccc(NC(=O)C2C(=O)N(C)c3ccccc32)cc1 (stereo unspecified)
→ ? | 6.2% | -6.2% | 8.5% | -3.2% | -3.4% | -17.5% | 3.3%
- Cc1c(Cl)cccc1NC(=S)NCC1COc2ccccc2O1 (stereo unspecified)
→ -3.8% | -1.6% | -0.5% | -4.7% | -3.1% | -3.6% | 9.3% | -2.4%
- Cn1cnnc1SCc1ccccc1Br
→ / | 9.1% | 7.8% | -0.7% | -0.3% | -6.7% | 9.5% | -8.6%
- CCCCc1cc2c(cc1NC(=O)CN1CCCCC1)OCCO2
→ -1.1% | -1.2% | 3.1% | -5.7% | -10.4% | -4.1% | 3.4% | -1.0%
- COC(=O)c1c(NC(=O)c2ccco2)sc2c1CCC2
→ 5.6% | -4.9% | 2.7% | ? | ? | -4.2% | 22.8% | -6.5%
- O=C(COc1ccccc1)NC(=S)Nc1ccc2c(c1)Cc1ccccc1-2
→ 5.0% | -12.3% | -0.6% | 3.2% | ? | -3.2% | 7.5% | -4.7%
- FCCCOc1ccc(/C=N/OCc2c(Cl)cccc2Cl)cc1
→ 7.2% | -7.2% | 1.5% | 8.8% | -1.3% | 1.0% | 13.0% | -4.6%
- Cn1c(NC2CCCCC2)c(N=O)c(=O)n(C)c1=O
→ / | -3.9% | -0.5% | -13.1% | -1.2% | -4.9% | -12.0% | -4.5%
- O=Cc1c(N2CCN(c3ccccc3)CC2)nc2ccccn2c1=O
→ -8.1% | 12.3% | -1.3% | -10.7% | ? | -1.8% | 6.1% | -8.3%
- COC(=O)c1ccc(NC(=S)NC2CC2)cc1
→ 6.9% | 1.8% | 2.7% | 14.9% | -5.5% | 1.9% | 7.8% | i
- COc1ccc(OC(=O)Nc2ccc([N+](=O)[O-])cc2OC)cc1
→ / | 2.8% | 6.0% | -7.4% | / | -1.7% | -0.2% | -2.4%
- COC(=O)c1sc(N)c(C(=O)OC)c1COC(=O)CNS(=O)(=O)c1cccc(C#N)c1
→ 6.8% | 8.3% | 0.0%[53 µM] | ? | -10.6% | -0.8%[53 µM] | 10.6% | -0.5%
- O=C(COc1ccc(Br)cc1)Nc1ccc([N+](=O)[O-])cn1
→ -0.9% | -2.5% | 7.4% | -2.1% | ? | -2.4% | -0.4% | -14.0%
- COCCNC(=O)C(c1ccco1)N(Cc1ccc(OC)cc1)C(=O)Cn1nnc2ccccc21 (stereo unspecified)
→ 3.7% | 3.4% | 2.2% | 1.2% | -3.2% | 1.3% | -4.6% | -0.2%
- O=[N+]([O-])c1ccc(C(O)C23CN4CN(CN(C4)C2)C3)cc1 (stereo unspecified)
→ -10.8% | 4.0% | -1.0% | 0.8% | 0.2% | -2.5% | 10.0% | -13.2%
- CCOC(=O)CSc1nc2c(c(=O)n(C)c(=O)n2C)n1Cc1ccccc1F
→ -2.8% | 2.7% | 1.5% | 2.9% | 2.3% | 2.7% | 1.1% | -6.0%
- COc1ccc(-n2c(=S)[nH]c3cc(C(=O)NCCCN4CCCC4=O)ccc3c2=O)c(OC)c1
→ / | 0.9% | -4.8% | -2.1% | -9.5% | -7.5% | 1.3% | i
- CCCCn1cc2c(c1-c1ccc(Cl)cc1)c(=O)n(C)c(=O)n2C
→ / | -6.4% | -7.4% | / | -27.0% | ? | / | /
- COCCNc1nc2c(S(=O)(=O)c3ccccc3)nnn2c2ccc(Cl)cc12
→ / | ? | -12.4% | / | 6.7% | ? | / | /
- O=C(Nc1cccc(C(=O)O)c1)/C(=C\c1ccccc1)NC(=O)c1ccccc1Cl
→ 12.8% | -8.6% | -3.4% | ? | ? | -6.3% | / | -0.9%
- CCOc1cc(C#N)c(NC(=O)c2ccc(OC)c(S(=O)(=O)N3CCN(c4ccccc4)CC3)c2)cc1OCC
→ / | ? | 0.4% | / | 3.1% | 0.9% | / | /
- Cc1cc(N(CCO)CCO)ccc1C(c1ccc(N(CCO)CCO)cc1C)c1ccccc1Cl
→ -23.9% | -0.4% | -3.3% | -15.4% | ? | -1.2% | / | -0.8%
- O=c1c2cnn(-c3ccccc3)c2ncn1Cc1ccccc1F
→ 0.4% | -6.6% | -0.9% | -14.7% | -5.1% | -1.3% | -0.1% | -0.6%
- COc1ccc(S(=O)(=O)NC(CC(=O)NC2CCCC2)c2ccco2)cc1 (stereo unspecified)
→ -0.5% | 1.3% | 2.9% | 6.6% | -2.6% | -2.9% | 10.5% | -8.3%
